Rad51 HR inh: blocks human Rad51 in homologous recombination. Q06609. hRad51 DNA strand exchange, fluorescence dequenching. inhibition, % at 10 µM. 200,000 compounds, 0.085% hits. AID 1385;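 active = inhibition above 40% at the single screening dose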;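 also: 0% = DMSO control wells and 100% = blanks with heterologous ssDNA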
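Assay system: Human Rad51 nucleoprotein filaments preassembled on unlabelled ssDNA | Reagent: Donor/quencher-labelled 47-bp dsDNA substrate | Doses: One concentration, 10 µM final | Times: 37 °C 15-min filament assembly, 30-min compound preincubation, 15-min exchange | Technique: Fluorescein emission 520 nm, excitation 485 nm | Benchmarks: Plate control and blank wells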
Cl transport mod: modulates chloride dependent transport by human KCC2; Q9H2X9; KCC2 cells, thallium flux FluoZin-2 fluorescence; B-score of Tl+ flux slope (higher = more flux/activation; lower = inhibition) at 10 µM; 190,000 compounds, 2.2% hits;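 active = thallium flux slope and its plate-corrected score both differing from the plate sample mean at a set confidence after two filtering rounds, in either direction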;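 also: slope of fluorescence scaled to starting intensity during 10 to 20 s after thallium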
Target sequence (Q9H2X9 whole entry, looked up): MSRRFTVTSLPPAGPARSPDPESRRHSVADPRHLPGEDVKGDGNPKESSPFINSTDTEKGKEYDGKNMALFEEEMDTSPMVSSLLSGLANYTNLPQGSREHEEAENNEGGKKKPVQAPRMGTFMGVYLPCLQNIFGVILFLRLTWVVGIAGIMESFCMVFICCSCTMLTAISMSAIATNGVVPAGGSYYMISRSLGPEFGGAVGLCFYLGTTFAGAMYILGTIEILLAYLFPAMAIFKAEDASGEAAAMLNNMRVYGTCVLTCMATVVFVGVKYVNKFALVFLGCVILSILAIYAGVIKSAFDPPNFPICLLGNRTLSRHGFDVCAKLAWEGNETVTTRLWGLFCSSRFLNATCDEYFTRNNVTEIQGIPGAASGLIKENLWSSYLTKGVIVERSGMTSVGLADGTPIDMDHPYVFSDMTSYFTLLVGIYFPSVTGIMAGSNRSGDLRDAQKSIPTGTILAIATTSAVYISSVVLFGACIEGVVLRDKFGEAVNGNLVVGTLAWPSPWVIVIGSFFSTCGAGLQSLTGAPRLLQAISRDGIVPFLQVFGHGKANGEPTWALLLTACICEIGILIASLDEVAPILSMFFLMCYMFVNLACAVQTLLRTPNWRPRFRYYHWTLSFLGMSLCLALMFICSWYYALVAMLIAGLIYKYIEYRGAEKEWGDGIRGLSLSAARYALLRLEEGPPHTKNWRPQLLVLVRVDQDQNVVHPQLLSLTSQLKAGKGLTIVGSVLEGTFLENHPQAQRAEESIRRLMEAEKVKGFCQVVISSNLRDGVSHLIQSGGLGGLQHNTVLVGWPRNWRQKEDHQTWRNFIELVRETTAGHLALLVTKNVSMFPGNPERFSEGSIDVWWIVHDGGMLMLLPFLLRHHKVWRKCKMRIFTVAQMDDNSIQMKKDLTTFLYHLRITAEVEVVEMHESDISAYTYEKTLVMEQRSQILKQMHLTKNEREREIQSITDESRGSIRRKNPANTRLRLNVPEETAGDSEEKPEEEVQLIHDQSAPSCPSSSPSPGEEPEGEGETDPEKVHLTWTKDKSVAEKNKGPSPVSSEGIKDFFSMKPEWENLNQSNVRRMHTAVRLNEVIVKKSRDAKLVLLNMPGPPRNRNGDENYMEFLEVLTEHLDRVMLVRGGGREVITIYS
FXIa inh 1536: inhibitors of human coagulation factor XIa; P03951; purified FXIa, Boc-Glu-Ala-Arg-AMC fluorogenic substrate; inhibition, % at 5 µM; 220,000 compounds, 0.14% hits; AID 798;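 active = inhibition of at least 40%; inactive = inhibition below 40%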;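 also: fluorescence of freed AMC excited at 355 nm; 0% = enzyme without compound and 100% = no enzyme blank; many of its hits are not listed in these tables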
TNF death inh: inhibitors of TNF-alpha induced necroptosis in Jurkat FADD-/- cells; Jurkat FADD-/- TNF necroptosis rescue, ATP luminescence, 24 h; 0 = TNF only, 100 = no-TNF cells; activation (protection from cell death), % at 10 µM; 220,000 compounds, 0.068% hits;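 active = activation, meaning protection from cell death, of at least 50% relative to plate controls; inactive = activation below 50%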;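 also: necroptosis triggered by 40 ng/mL TNF-alpha added together with compound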
FXIIa inh: inhibitors of human coagulation factor XIIa; P00748; purified FXIIa, Boc-QGR-AMC fluorogenic substrate, 2 h; inhibition, % at 5 µM; 220,000 compounds, 0.3% hits; in the data active = inhibition above about 40%;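 also: 0% = enzyme with no compound and 100% = blank without enzyme; many of its hits are not listed in these tables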
zVAD death inh: blocks zVAD induced death of L929 cells. L929 zVAD necroptosis rescue, ATP luminescence, 24 h; with zVAD 60 µM. viability rescue, % at 10 µM. 220,000 compounds, 0.38% hits. AID 1377;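 active = activation, scaled between plate controls, above about 75%, limit read from the data; inactive = activation under that limit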;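 also: 0% = zVAD with DMSO and 100% = DMSO alone without zVAD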
Hck-Nef inh: human Hck-Nef kinase inhibition. P08631. Recombinant Hck-YEEI plus Nef, Z-Lyte FRET kinase assay. inhibition, % at 20 µM. 220,000 compounds, 0.68% hits. AID 463187;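 active = Hck-Nef kinase inhibition above about 50%, limit read from the data; inactive = inhibition below that limit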;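 also: 0% = DMSO with Hck plus Nef and 100% = Hck alone without Nef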
KLK5 inh: inhibitors of human kallikrein 5 | 210,000 compounds, 0.59% hits | inhibition, % at 5 µM | recombinant hK5, fluorogenic AMC substrate cleavage;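 active = inhibition of 40% or more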;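 also: 0% = enzyme controls without compound and 100% = no-enzyme blanks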
thrombin 1536: thrombin (human) inhibition; P00734; alpha-thrombin, Boc-VPR-AMC fluorogenic substrate cleavage; inhibition, % at 5 µM; 220,000 compounds, 0.26% hits; AID 1046;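 active = inhibition at or above 40%; inactive = inhibition below 40%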;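 also: 0% = enzyme with no compound and 100% = wells without enzyme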
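Test system: human alpha-thrombin; medium: pH 7.5 Tris-saline with Tween 20; times: reaction at room temperature; signal: AMC fluorescence at 355 nm excitation and 460 nm emission; also added: Boc-VPR-AMC substrate, 15 µM final; dosing: one concentration per compound, 5 µM, with 0.2% DMSO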
Active calls of the source: *; x = not tested or not shown. This is a subset; rates above refer to the full screens.

Molecule,TNF death inh,KLK5 inh,FXIIa inh,thrombin 1536,Rad51 HR inh,FXIa inh 1536,zVAD death inh,Hck-Nef inh,Cl transport mod
N#Cc1c(N2CCOCC2)nc(N)c2c(N)nc3c(c12)CC(CCl)O3 (stereo not drawn),1.4,-4,3,-5,4,6,0.7,7,0.71
CCOc1ccccc1C(=O)NC(C(=O)Nc1cccnc1)C(C)C (stereo not drawn),0.8,4,9,-2,-5,1,1.2,-6,1.2
CCCCNC(=O)CCn1c(=O)c2ccccc2n(CC(=O)NCCc2ccc(OC)c(OC)c2)c1=O,0.2,-3,-4,-3,5,0,0.1,-2,0.025
COc1cc(/C=C(/NC(C)=O)C(=O)O)cc(Cl)c1OCc1ccc(Br)cc1,3.2,-2,3,-7,x,1,-0.5,16,0.0077
COC(=O)NNC(=O)CCCOc1ccc(Cl)cc1Cl,0.4,-17,5,-11,4,-5,-0.1,1,0.021
CC(C)NC(=O)CSCc1cccc(Br)c1,1.4,0,-6,-4,-10,-7,0.2,-3,-0.04
CCc1nnc(NC(=O)CCC(=O)N2CCN(Cc3ccc(Cl)cc3)CC2)s1,-5.4,-11,12,-4,6,3,-0.2,-1,0.033
O=C(NCc1ccco1)Nc1ccc2snnc2c1,9.9,5,13,1,1,6,0.0,-10,-0.13
Cc1ccccc1N1C(=O)CSC1=C(C#N)C#N,0.0,-1,4,-16,6,-3,1.9,19,0.1
N[C@@H](C(=O)N[C@@H]1C(=O)N2C(C(=O)O)=C(Cl)CS[C@H]12)c1ccccc1,2.3,-10,6,x,-7,1,5.5,1,-2.9
Cc1cc(N2C(=O)C3C4C=CC(C4)C3C2=O)ccc1Br (stereo not drawn),3.9,1,15,0,5,0,0.8,2,-0.09
CCOC(=O)Cc1[nH]nc2c1C(C1C=CCCC1)C(C#N)=C(N)O2 (stereo not drawn),-8.6,-2,2,-4,-4,-2,-0.7,0,-1.2
Cc1cc2nc(C3CCCN(C(=O)NCc4ccccc4)C3)[nH]c2cc1C (stereo not drawn),1.6,-30,6,1,-8,1,0.5,1,-0.96
CC(=C/c1ccccc1)/C=N/n1c(-c2ccncc2)n[nH]c1=S,2.3,2,9,2,-76,4,3.2,7,3.6
CC(C)NCC1CCc2cc(CO)c([N+](=O)[O-])cc2N1 (stereo not drawn),-0.4,-3,6,-4,0,1,-0.1,8,0.68
CCNc1nc(NC(C)C)nc(SCCOC(=O)c2ccccc2)n1,1.8,-5,11,2,x,10,x,6,-3.1
CCOC(=O)CC1=NN(c2ccccc2)C(=O)/C1=C\c1ccc(N(C)C)cc1,-1.8,-9,14,-7,-2,9,0.3,2,0.72
CCOC(=O)c1c(NC(=S)NC(=O)/C=C/c2cccs2)sc(C)c1C,0.5,-7,-2,6,2,6,0.9,8,0.25
CC(=O)NC(=S)Nc1cccc2ccc(C)nc12,-1.3,-2,10,4,9,2,0.9,22,0.62
Cc1cccc(NC(=S)NCC2CCCO2)c1 (stereo not drawn),-0.6,26,9,14,-6,7,0.8,-2,x

Limited to thrombin 1536 and Cl transport mod, for three of the compounds above:
canonical_smiles | thrombin 1536 | Cl transport mod
CC(=C/c1ccccc1)/C=N/n1c(-c2ccncc2)n[nH]c1=S | 2 | 3.6
CC(C)NCC1CCc2cc(CO)c([N+](=O)[O-])cc2N1 (stereo not drawn) | -4 | 0.68
CCNc1nc(NC(C)C)nc(SCCOC(=O)c2ccccc2)n1 | 2 | -3.1

Later entries
Molecule,TNF death inh,KLK5 inh,FXIIa inh,thrombin 1536,Rad51 HR inh,FXIa inh 1536,zVAD death inh,Hck-Nef inh,Cl transport mod
C[C@@H]1CC[C@@]2(O[C@H](CCO)C[C@@H](O)[C@@H]2O)O1,1.0,-7,12,-3,0,6,5.2,-2,-0.042
Cc1c(NC(=O)OCCSc2nc(N(C)C)nc(N(C)C)n2)sc(=S)n1C,-0.4,-13,11,-1,2,-3,-0.4,-1,-1.5
Cc1cccc(N=Nc2cn[nH]c2-c2ccco2)c1,2.0,0,9,-8,1,-5,28,25,1.5
CCc1ccccc1NC(=S)N1CCN(c2ccccn2)CC1,0.2,-19,15,-8,1,8,-0.1,3,0.64
S=C(NC1CCCCC1)N(CCc1nc2ccccc2[nH]1)C1CCCC1,-0.9,-17,14,0,6,7,-0.3,0,-0.69
CCCn1nc(C(=O)Nc2cccc(C(=O)OC)c2)c2ccccc2c1=O,-4.4,-11,13,5,-9,6,2.4,-2,-1.1
CCn1ncc(/C=N\NC(=O)COc2ccccc2)c1C,-1.7,-10,-3,-4,11,13,-0.5,-3,0.91
COc1ccc(CNC(=O)C2CCCN(S(=O)(=O)c3c(C)n[nH]c3C)C2)cc1 (stereo not drawn),0.0,3,10,-2,11,-24,-0.5,-1,x
O=c1/c(=C/c2cn(-c3ccccc3)nc2-c2ccc(F)cc2)sc2nc3ccccc3n12,-1.6,-5,0,-12,2,-6,0.7,-1,0.51
O=C(CCn1cnc2ccccc21)N/N=C/c1ccc(O)cc1,0.6,-6,6,-6,-1,3,0.7,-1,0.61
CN(C)S(=O)(=O)c1cc(NC(=O)CNCCN2CCOCC2)ccc1Cl,2.5,-5,1,2,1,-6,-0.4,-1,-0.079
Cc1nn(C)cc1C(C)NCc1c(C(=O)N2CCCCCCC2)nc2ccc(Cl)cn12 (stereo not drawn),0.3,8,2,-3,x,-1,0.3,7,0.012
CC1(C)Cc2c(sc3nc(C4CC4)n(N)c(=O)c23)CO1,-0.5,-4,4,-11,x,-3,0.4,22,1.1
CCOC(=O)C1(Cc2ccccc2)CCCN(Cc2ccc(OCC)c(CO)c2)C1 (stereo not drawn),0.2,0,7,-10,4,0,-0.2,20,x
CC(Sc1nncn1C)C(=O)Nc1ccc(S(N)(=O)=O)cc1 (stereo not drawn),5.0,-1,0,-15,x,-2,-0.5,14,-0.58
O=C(O)C1CCCN(C(=O)NCc2ccccc2)C1 (stereo not drawn),0.8,0,11,0,1,5,0.9,-8,0.43
COc1ccc(NS(=O)(=O)CC(C)C)c(OC)c1,0.8,-12,11,-1,x,4,0.2,1,-0.0011
COc1ccc(S(=O)(=O)N2CCCC(C(=O)O)C2)cc1Cl (stereo not drawn),-0.4,22,10,18,-17,16,-0.6,6,0.58
Clc1ccccc1Cc1noc(CN2CCCCC2CCc2ccccn2)n1 (stereo not drawn),0.4,x,11,3,12,4,-0.4,5,-0.81
O=C(CSc1nc(-c2ccccc2)c(-c2ccccc2)[nH]1)NCCN1C(=O)CSC1=O,-2.8,8,-6,-6,-3,-8,-0.2,0,0.18

Continuation.
Molecule,TNF death inh,KLK5 inh,FXIIa inh,thrombin 1536,Rad51 HR inh,FXIa inh 1536,zVAD death inh,Hck-Nef inh,Cl transport mod
CNC(=S)NC(CC(=O)OC)c1ccc2c(c1)OCO2 (stereo not drawn),0.0,-2,3,0,-14,0,0.4,1,0.83
COCCNC(=O)c1onc(CSc2ccccc2F)c1C(=O)O,-3.0,-4,22,4,2,3,0.5,1,0.16
Cc1ccc(C)c(-n2c(Cc3cccs3)n[nH]c2=S)c1,1.2,2,7,-7,-6,-3,0.0,-1,-0.66
Cc1cc(=O)cc(C)n1-c1ccc(O)cc1,0.6,-6,7,1,9,-1,0.9,-3,-0.054
O=C(Oc1ccc(-c2nnco2)cc1)N(c1ccccc1)c1ccccc1,-1.9,-12,22,4,-5,9,-0.4,1,x
COc1ccc(NC(=O)CCS(=O)(=O)c2ccccc2)c(OC)c1,-2.3,10,10,3,-1,0,-0.2,-2,-0.22
CCOC(=O)C1=C(CSc2nc(-c3ccncc3)ccc2C#N)OC(N)=C(C#N)C1c1cccnc1 (stereo not drawn),-3.9,-6,3,5,-5,2,5.1,-1,-2.7
O=C(COc1ccccc1C(=O)O)Nc1ccc(SC(F)F)cc1,0.5,x,16,48*,x,15,0.8,-15,-0.4
NS(=O)(=O)c1cccc(NC(=O)COC(=O)C2(c3cccc(F)c3)CCCC2)c1,1.4,-3,12,-1,x,12,-0.6,0,-0.096
O=C(O)CC(Cn1cnnn1)c1ccccc1 (stereo not drawn),-0.1,-19,12,-5,1,6,-0.5,7,0.021
Cn1cnnc1SCC(=O)c1ccco1,1.2,4,12,5,6,13,0.2,0,0.12
O=P(O)(O)c1ccccc1OCc1ccccc1,0.8,-11,3,-7,6,-4,-0.4,0,x
COc1ccc(C(=O)NCC(=O)OCC(=O)c2ccc(Cl)cc2)cc1OC,-1.1,x,11,0,x,0,-0.2,6,-2.1
COc1ccc(-n2c(=S)[nH]c3sc4c(c3c2=O)CCN(C)C4)cc1,1.8,1,0,-3,-5,0,-0.1,3,0.17
CC1(C)CC(=O)C2=C(C1)N(Cc1ccco1)C(=O)C2(NC(=O)c1cccnc1)C(F)(F)F (stereo not drawn),-0.5,-10,-4,7,-5,3,1.9,5,x
Nn1c(SCc2nc3ccccc3[nH]2)nnc1-c1ccccc1,0.9,3,15,2,8,0,1.1,1,-0.44
OCc1cn(-c2ccccc2)nc1-c1cc2ccccc2o1,2.8,-3,9,-5,-6,-10,20,20,-0.47
CCCn1c2c(c(O)c(C(=O)Nc3ccc(OC)cc3)c1=O)CCCC2,2.4,-5,15,1,-5,0,-0.2,1,x
COC(=O)c1ccc(NC(=O)Cc2ccccc2)cc1,12,15,6,-2,13,1,0.1,-1,-0.0018
c1ccc(CN2C3=NCCCN3c3ccccc32)cc1,1.1,-31,31,2,-4,20,-0.4,0,0.048

Additional compounds.
Molecule,TNF death inh,KLK5 inh,FXIIa inh,thrombin 1536,Rad51 HR inh,FXIa inh 1536,zVAD death inh,Hck-Nef inh,Cl transport mod
O=C(NC1CCCc2ccccc21)C1CCC(CNc2c(N3CCOCC3)c(=O)c2=O)CC1 (stereo not drawn),2.3,-2,8,2,2,5,-0.7,-6,0.57
CCCN1CCC(=O)N(CCSc2ccc(OC)cc2)CC1,-5.8,-1,5,-3,13,-1,0.6,29,0.58
C#CC(C)(C)NC(=S)NC1CC2C=CC1C2 (stereo not drawn),5.4,5,13,-1,x,4,-0.6,18,-0.39
O=C(CNC(=O)c1ccccc1Cl)N/N=C/c1ccc([N+](=O)[O-])s1,-13,6,3,2,3,-1,19,0,-0.4
CC(/C=N/NC(=O)c1nnn(-c2nonc2N)c1CN(C)C)=C\c1ccco1,2.2,2,11,-1,-5,3,-0.8,13,0.057
Cc1ccc(C(=O)NCCSc2ccc(Cl)cc2)cc1S(=O)(=O)Nc1ccccc1,-5.0,-1,0,-3,-3,2,1.0,-3,0.017
COc1cccc2cc(C(C)N(CCCN3CCOCC3)C(=O)Nc3ccccc3)oc12 (stereo not drawn),1.7,3,13,-1,-4,-2,0.3,1,-0.96
Cc1nccn1CC(O)COC1CCCCC1 (stereo not drawn),-0.8,-7,-8,-3,-13,8,0.3,0,-0.25
COc1ccc2c(c1)O[C@@H](c1cccc(C(F)(F)F)c1)[C@H](OC(=O)NCCc1ccc(OC)c(OC)c1)C2=O,1.2,-9,13,2,x,3,1.2,-3,38*

High-throughput results from PubChem BioAssay.
